# Screens (PubChem)
# CAL PDZ FP-1 = blocks peptide binding to the human CAL PDZ domain | Q9HD26 | purified CAL PDZ, TMR-peptide fluorescence polarization, 1 h | inhibition, % at 24.9 µM | 300,000 tested, 0.92% active | AID 602252;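 active = mean inhibition of at least 30% with at least half of replicates also reaching 30%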;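 note: 0% = DMSO neutral control and 100% = excess unlabeled competitor peptide PRC23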
# DAGLB inh = blocks human DAGLB lipase activity | Q8NCG7 | 340,000 tested, 0.059% active | HEK293T DAGLB membrane lysate, EnzChek fluorogenic substrate | inhibition, % at 5.17 µM; in the data active = inhibition above about 34%;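 note: 0% = enzyme with vehicle and 100% = wells lacking enzyme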
# V-ATPase pHluor = alters yeast V-ATPase proton transport | S. cerevisiae, pHLuorin cytosolic pH fluorescence | response, % at 10 µM | 350,000 tested, 0.37% active; in the data active = response mostly above about 7.3%, no sharp cut-off; inactive = mostly below about 5.4%; note: actives read high; inactives centre near 0; some compounds called inactive have numbers as strong as hits
# CAL PDZ FP-2 = blocks peptide binding to human CAL PDZ domain. Q9HD26. purified CAL PDZ, TMR-peptide fluorescence polarization, 1 h. inhibition, % at 20 µM. 330,000 tested, 0.02% active. AID 504414;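 active = highest replicate inhibition of at least 40%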;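 note: plate controls were DMSO neutral control wells for no effect and unlabeled competitor peptide control wells for full effect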
#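 Control set: unlabelled peptide and DMSO controls / Material: purified CerCALP PDZ construct / Timing: 1 h incubation at room temperature before polarization reading / Doses: 20 µM, one dose / Detection: fluorescence polarization (mP)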
# DSG3 Ab inh = inhibitors of pemphigus antibody binding to human desmoglein-3. DSG3-coupled beads, scFv-anti-DSG3-GFP binding, flow cytometry; active compounds read low. P32926. 310,000 tested, 0.48% active. binding (percent of control), % at 10 µM. AID 588358;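 active = binding more than 3 SD below its plate's average and above zero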;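 note: hits lower antibody fragment binding to DSG3; some compounds called inactive have numbers as strong as hits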
# Target sequence (P32926 whole entry, looked up, the tested form may be a part): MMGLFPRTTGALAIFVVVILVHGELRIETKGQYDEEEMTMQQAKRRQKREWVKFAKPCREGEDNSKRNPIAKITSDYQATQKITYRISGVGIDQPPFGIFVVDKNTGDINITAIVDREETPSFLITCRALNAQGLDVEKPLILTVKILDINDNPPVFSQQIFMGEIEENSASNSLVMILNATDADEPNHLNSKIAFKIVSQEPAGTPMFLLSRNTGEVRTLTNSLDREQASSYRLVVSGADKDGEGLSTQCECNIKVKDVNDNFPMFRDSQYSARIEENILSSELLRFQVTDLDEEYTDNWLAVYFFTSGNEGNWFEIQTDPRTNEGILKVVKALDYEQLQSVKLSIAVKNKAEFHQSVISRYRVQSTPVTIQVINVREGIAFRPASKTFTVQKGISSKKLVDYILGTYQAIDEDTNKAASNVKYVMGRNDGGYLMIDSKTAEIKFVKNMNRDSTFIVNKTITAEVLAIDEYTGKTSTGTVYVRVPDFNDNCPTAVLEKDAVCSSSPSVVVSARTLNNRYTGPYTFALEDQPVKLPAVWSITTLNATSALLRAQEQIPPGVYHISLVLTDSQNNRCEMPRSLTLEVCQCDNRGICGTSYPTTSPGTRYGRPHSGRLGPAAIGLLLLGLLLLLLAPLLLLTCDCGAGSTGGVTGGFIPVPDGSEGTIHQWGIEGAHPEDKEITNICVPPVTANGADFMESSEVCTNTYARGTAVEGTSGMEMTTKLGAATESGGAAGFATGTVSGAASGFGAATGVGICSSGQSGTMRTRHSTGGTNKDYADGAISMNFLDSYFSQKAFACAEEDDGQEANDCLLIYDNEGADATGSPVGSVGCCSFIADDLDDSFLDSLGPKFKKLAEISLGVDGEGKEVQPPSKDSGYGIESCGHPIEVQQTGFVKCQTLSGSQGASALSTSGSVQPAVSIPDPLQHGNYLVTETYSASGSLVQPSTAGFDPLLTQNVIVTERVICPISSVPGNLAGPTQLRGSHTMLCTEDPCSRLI
# Keap1-Nrf2 PPI = disrupts human Keap1 binding to Nrf2 peptide; AID 504523; inhibition, % at 9.4 µM; Q14145; 340,000 tested, 0.15% active; Keap1 Kelch-Nrf2 peptide fluorescence polarization, 1536-well; in the data active = inhibition above about 12%;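 note: human Keap1 Kelch domain with fluorescein labeled Nrf2 9mer peptide probe; 0% = neutral control wells and 100% = peptide positive control; higher means more block of Keap1 binding to Nrf2 peptide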
# Cardiac RTF inh = cardiac RTF calcium desensitization. IANBD-labeled cardiac RTF, Ca2+ fluorescence. P19429+P45379. inhibition, % at 7.15 µM. 340,000 tested, 0.12% active. AID 493244;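 active = inhibition above the mean inhibition of all tested compounds plus 3 SD, cut at about 17% in these data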;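 note: assay run at fixed EC70 calcium of 1.6 mM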
# C-LANA FP = blocks KSHV LANA C-terminal domain binding to DNA | 340,000 tested, 0.078% active | MBP-C-LANA/FAM-LBS DNA binding, fluorescence polarization | inhibition, % at 9 µM | AID 504423;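 active = highest replicate inhibition at or above 60% at 9 µM, even if other replicates fall short; inactive = all replicates below 60% inhibition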;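 note: 0% = neutral control wells and 100% = 4 µM acridine orange control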
# NSD2 HMT inh = blocks human histone methyltransferase NSD2; NSD2 peptide methylation, AlphaScreen, 120 min; O96028; inhibition, % at 12.5 µM; 310,000 tested, 0.54% active; in the data active = inhibition above about 50%
# Arrestin-AP2 inh = inhibitors of human beta-arrestin and AP2 interaction. inhibition, % at 10 µM. FITC-arrestin peptide / GST-AP2 beads, flow cytometry; AP2 beta2 appendage carries R879A mutation. 340,000 tested, 0.31% active;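 active = inhibition above a set limit, near 3 SD of compounds lacking own fluorescence, cut at about 54% in these data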;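 note: plate controls were DMSO wells for no effect and 5 µM unlabelled arrestin peptide for full effect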
#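 System: GST-AP2 R879A glutathione beads | Also added: FITC-arrestin peptide, 50 nM | Times: 12 min plus 1 h, RT | Signal: Bead flow cytometry, FITC channel | Buffer or medium: PBS with 0.05% Tween 20 and 0.1% BSA | Read-out basis: Percent drop in bead-associated FITC signal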
# * = called active by the depositor; nt = no result given.
molecule	DAGLB inh	V-ATPase pHluor	CAL PDZ FP-2	CAL PDZ FP-1	Arrestin-AP2 inh	Keap1-Nrf2 PPI	Cardiac RTF inh	NSD2 HMT inh	DSG3 Ab inh	C-LANA FP
CCC(=O)c1ccc(OCC(=O)c2ccc3c(c2)NC(=O)CO3)cc1	2	-6	-1.2	-2	-11	0	1	1	99	1.0
CC(C)(C)c1ccc(C(=O)NCC(=O)OCC(=O)c2ccc3c(c2)-c2ccccc2C3)cc1	-6	0	-1.9	-1	4	-5	-8	4	91	-1.4
COc1cc2c(cc1NC(=O)COc1ccccc1OC)oc1ccccc12	-6	0	-2.6	nt	-2	-2	-8	-1	97	1.7
CCC(NC(=O)c1cc(COc2cncc(Cl)c2)on1)c1ccc(C)cc1 (configuration not stated)	-2	1	-1.9	7	-15	-4	-6	-4	108	-0.8
Cc1no[n+]([O-])c1COc1cccc(/C=N/Nc2nncn2N)c1	0	-3	-0.3	2	19	0	1	nt	98	-0.8
COC(=O)c1c(C)[nH]c(C(=O)CN(C)CC(=O)Nc2cccc(F)c2)c1C	-6	-1	-1.4	1	-5	0	1	10	nt	0.3
CN(CCc1ccccc1)C1CCCN(S(=O)(=O)c2cccc(F)c2)C1 (configuration not stated)	-2	-2	0.2	-6	14	0	-6	12	124	0.5
COc1cc(C(=O)OCC(=O)NCc2ccc(F)cc2)ccc1OCC(C)C	-4	2	-1.7	1	3	-5	-13	-13	98	-0.2
Cc1cccc(CNC(=O)CCn2ccc3cc(S(=O)(=O)N4CCCC4)ccc32)c1	2	6	-1.9	-1	12	-2	5	1	101	-0.5
CCCCN1C2CCCC1CC(NC(=O)c1cccc(OC)c1)C2 (configuration not stated)	-2	0	nt	-3	30	0	4	25	102	0.5
COc1ccc(-n2ncc3c(=O)n(CC(=O)OCc4ccccc4)cnc32)cc1	0	-6	1.5	nt	-6	4	-8	4	105	-1.7
CCOC(=O)c1cccc(NC(=O)CNS(=O)(=O)c2cccs2)c1	1	5	-1.7	1	-4	-3	5	0	102	0.1
COc1cc(C(=O)OC(C)C(=O)NC(=O)NC2CCCCC2)ccc1OC(F)F (configuration not stated)	0	-2	-0.7	-4	41	-3	2	1	98	0.5
Cc1cccc(NC(=O)CN(C)S(=O)(=O)c2cccc3cccnc23)c1C	0	-2	-0.7	-2	2	-5	1	0	100	0.8
CCOC(=O)N1CCC(NC(=O)Cn2nc(Cc3ccncc3)c3ccccc3c2=O)CC1	-2	1	-0.6	-2	20	-3	-3	nt	98	0.5
O=[N+]([O-])c1ccc(N2CCN(c3ccccc3)CC2)cc1	34*	1	-6.5	14	-11	-4	-2	-3	111	-0.6
COc1ccc(-n2c(SCC(=O)Nc3nccs3)nnc2-c2ccccc2)cc1	0	-1	0.4	-3	2	-4	-22	2	nt	1.4
O=C(Cn1[nH]c(=O)c2ccccc2c1=O)NNC(=O)c1ccccc1	0	0	-1.8	5	9	-6	-7	-1	99	-0.4
COc1cc2c(cc1OC)CN(Cc1cc(=O)oc3cc(C)c(Cl)cc13)CC2	-2	0	-2.9	-3	-16	-8	0	1	126	-0.1
Cc1noc(C)c1/C=N/Nc1ccccn1	-2	3	-0.2	-5	3	0	-6	1	97	-1.9

# The closing 2 records of the part before lead into the next:
molecule	DAGLB inh	V-ATPase pHluor	CAL PDZ FP-2	CAL PDZ FP-1	Arrestin-AP2 inh	Keap1-Nrf2 PPI	Cardiac RTF inh	NSD2 HMT inh	DSG3 Ab inh	C-LANA FP
COc1cc2c(cc1OC)CN(Cc1cc(=O)oc3cc(C)c(Cl)cc13)CC2	-2	0	-2.9	-3	-16	-8	0	1	126	-0.1
Cc1noc(C)c1/C=N/Nc1ccccn1	-2	3	-0.2	-5	3	0	-6	1	97	-1.9
CC(=O)C1(C)N(O)C(C)(C)C(c2ccco2)=[N+]1[O-] (configuration not stated)	2	6	-0.5	-4	2	0	-2	11	nt	1.6
COc1ccccc1/C=C/C(=O)Nc1ccc2c(c1)OCCO2	2	3	-2.3	-4	-5	1	-6	-1	122	-1.5
COc1ccc(CCn2c(=N)c(C(=O)NCc3ccco3)cc3c(=O)n4ccccc4nc32)cc1OC	2	1	-0.2	-4	17	-3	0	-2	94	-0.4
CCN(CC)c1ccc(C=Nc2ccc(OC)c(S(=O)(=O)N3CCOCC3)c2)c(O)c1	0	-4	-0.4	-1	18	-6	-3	4	95	-0.6
COc1cccc(C(=O)Nc2ccc(C(F)(F)F)n(C)c2=O)c1	-7	2	-1.4	0	3	-9	-17	0	95	-0.1
COc1ccc(-c2sc(Nc3ccccc3)n[n+]2-c2ccccc2)cc1Br	3	0	-0.8	-3	-14	-3	-2	nt	105	-0.2
N#CC1=C2SC=C(c3ccc(Br)cc3)N2CCCC1=O	-4	2	-3.7	-5	17	1	1	0	107	-0.3
Cc1cc(N=Nc2ccc(Cl)cc2)cc(CN2CCCC2)c1O	17	0	0.4	1	4	-7	-6	42	nt	-2.8
CC(=O)N1CCN(S(=O)(=O)c2cccc(C(=O)NNC(=O)Cn3nc(C)cc3C)c2)CC1	-1	-3	-0.8	nt	-12	-5	1	-1	108	0.4
Cc1ccc(C(=O)Nc2cccc([N+](=O)[O-])c2)cc1S(=O)(=O)Nc1ccc(C(=O)O)cc1	4	1	-3.9	-2	-3	-3	-20	0	88	-0.5
CC(C)N(C(=O)c1nn(C)c2c1CSc1ccccc1-2)C1CCCCC1	-7	5	-1.3	-9	-10	3	-10	-2	nt	-0.1
Oc1ccc(N2CCN(c3ncnc4sc5c(c34)CCC5)CC2)cc1	3	3	-0.5	0	42	-4	3	0	103	-1.1
Cc1ccc(-n2[nH]c(C)c(C=Nc3ccc4[nH]c(=O)[nH]c4c3)c2=O)cc1	1	1	-0.2	-1	-3	-6	0	2	99	1.9
CCCCN(C(=O)c1ccncc1)c1c(N)n(CCC)c(=O)[nH]c1=O	-1	-2	0.2	-1	1	-3	1	1	93	nt
O=C1/C(=C/c2cccc(Cl)c2)SC(=S)N1CCC(=O)N1CCCCC1CCO (configuration not stated)	0	-5	-2.0	1	-15	-1	-7	6	109	1.3
CC12CCC(C(=O)N(c3ccccc3Cl)C1=O)C2(C)C (configuration not stated)	1	1	-2.7	-1	14	-3	-12	-2	86	0.4
Cc1cc(C)n(CC(=O)N/N=C/c2ccc3c(c2)OCO3)n1	3	4	-0.6	-2	-1	3	-24	-1	109	0.4
CCOC(=O)c1[nH]c(C(=O)O)c(CCC(=O)OC)c1C	0	4	-1.4	0	35	1	2	1	105	-1.7
CCOC(=O)c1ccc(NC(=O)NCCN2CCCCC2)cc1	3	0	0.6	nt	-6	-4	-12	nt	102	0.0
Cc1ccc(NC(=O)Cn2cnc3c(nnn3Cc3ccc(F)cc3)c2=O)cc1	1	1	-1.5	-5	23	3	1	-2	90	0.3
CC(C)c1ccc(NC(=O)c2snc3ccc(Cl)cc23)cc1	-18	-3	-2.6	-1	-6	-2	0	4	96	2.1
COc1ccc(-c2cc(C)no2)cc1S(=O)(=O)N1CCN(c2ccc([N+](=O)[O-])cc2)CC1	-8	2	-0.7	-3	-1	1	-6	5	82	-0.1
O=C(Nc1nnc(C2CCCCC2)s1)C1CC(=O)N(c2ccccc2)C1 (configuration not stated)	1	2	-0.5	2	5	-9	1	0	83	-0.9
Cc1cc(C)n(CCN(C)C(=O)C2CCC(=O)N(CCN3CCOCC3)C2)n1 (configuration not stated)	1	0	-1.2	-2	4	1	-5	5	100	1.9
N#Cc1c(N)nc2c(c1-c1cccnc1)CCCCC2	1	5	-1.7	-1	6	-3	-2	-8	111	-0.6
O=C(O)Cn1nnnc1SCC(=O)Nc1ccccc1F	3	1	-1.3	-5	16	-4	-6	nt	nt	1.3
CS/C(=C\[N+](=O)[O-])Nc1ccc(C)cc1	0	4	-1.2	3	nt	2	2	-8	110	3.2
CC(C)Sc1nc2c(c(=O)n1C)SC(C)C2 (configuration not stated)	-4	1	0.1	nt	0	-4	-5	nt	96	-0.8
O=C(O)CCCN1C(=O)/C(=C/c2cn(-c3ccccc3)nc2-c2cccs2)SC1=S	9	3	-2.3	-2	-5	-8	-34	1	89	15
COCCn1c(=NC(=O)CSCC(=O)N2CCOCC2)sc2ccccc21	-1	4	-3.3	-3	-1	-3	1	-4	110	0.2
Cc1noc(/C=C/N(C)C)c1S(=O)(=O)N1CCCC(C(=O)NCc2cccs2)C1 (configuration not stated)	4	-5	-1.2	nt	26	-6	-5	nt	101	-1.0
C/C(Cl)=C/CSc1nnc2n(N)c(=O)c3ccccc3n12	0	3	-1.6	-4	8	0	2	0	103	-0.9
NC(=O)C1CCN(c2nc(-c3cccc(Cl)c3)cs2)CC1	3	-3	0.8	-2	-7	-1	-8	nt	104	-0.9
CCNc1nc(SCCOc2ccc(Br)cc2)nc(N(C)C)n1	-20	1	-2.8	-4	nt	-4	5	4	90	-1.1
CC(=O)Oc1ccc2c3c(c(=O)oc2c1C)CCCC3	0	2	-0.4	-3	15	-3	-2	-1	123	-3.1
Cc1ccc(C)c(NS(=O)(=O)c2ccc(OCC(=O)N3CCOCC3)cc2)c1	-1	1	-2.4	-5	-7	-3	3	0	107	-0.8
COc1ccc(CN(C)C(=O)COC(=O)c2c(C)nn(-c3ccc(F)cc3)c2Cl)cc1	-4	-1	-0.5	2	3	-1	-5	-2	100	0.2
O=C(CSc1nnc(NC(=O)c2ccc(F)cc2F)s1)NC1CC1	1	2	-1.8	-3	-9	-3	-5	-1	111	-0.9
O=S(=O)(c1ccc(Nc2ccc(-c3ccc4c(c3)OCCO4)nn2)cc1)N1CCCC1	0	5	-8.2	-2	13	-4	-8	-1	99	1.2
COc1ccc(Cl)cc1C(=O)Nc1ccncc1	-2	2	nt	-2	15	-4	-3	21	103	27
Cc1ccccc1CN1CCN(S(=O)(=O)c2ccc(F)cc2)CC1	-9	1	-3.5	-4	31	1	3	nt	98	-0.2
COCCCn1c(SCC(=O)NCc2ccccc2)nc2ccccc2c1=O	-2	-1	-2.8	-3	5	-5	-4	-2	107	0.1
NC(CCC(=O)O)C12CC3CC(CC(C3)C1)C2 (configuration not stated)	1	-5	-0.7	nt	13	-1	-11	6	nt	0.1
CCn1c(SCC(=O)N/N=C/C=C/c2ccco2)nnc1-c1ccccc1	0	8	-2.1	-7	10	-3	-23	1	90	-3.8
CSCC[C@H](NC(=O)Nc1cccc(C(F)(F)F)c1)C(=O)O	0	3	-0.7	-1	12	1	-1	-1	97	0.8

# Not all compounds are listed (hit frequency here may not be typical).
